Integrin act MD: activates integrin-mediated alleviation for muscular dystrophy; Potency, µM (series often up to 38.3 µM), for inactives: at the highest dose activation, most hits filed as activators; alpha7betagal myoblasts, beta-gal FDG fluorescence, 48 h; 350,000 tested, 0.064% active;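 further: potency means the concentration at half of the fitted maximal effect; 100% = response of the positive control SU9516; nearly all actives have a fitted effect of over 60% in size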
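alpha7betagal+/- myoblasts (passage 13, 250/well) treated 48 h at 37C with compounds at 1:260 dilution of DMSO stock. Lysed, then beta-galactosidase activity read as FDG fluorescence (ex 480/em 540) after 30 min, with pre-read for autofluorescence.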
AT treatment: potential ataxia-telangiectasia treatment. AID 485349. 320,000 tested, 0.19% active. Potency, µM (titrated, usually from 57.5 µM), inactives show at the highest dose activation, most hits filed as activators. […] A-T fibroblasts, KAP-1 phosphorylation AlphaLISA; neocarzinostatin DNA damage 30 min before lysis; further: potency means the concentration at half of the fitted maximal effect; % of control where 0% means no effect; nearly all actives have a fitted effect of over 45% in size
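hTERT-immortalized A-T patient fibroblasts ([…]), 500 cells/well in OPTI-MEM, 1% FBS, got compounds for 60 min, then NCS for 30 min at 37C. Lysates were then assayed for phospho-KAP-1 by AlphaLISA (anti-pKAP1 donor, anti-KAP1 acceptor beads), 6 hr at 25C.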
hERG WT inh: inhibitors of human wildtype KCNH2 potassium channel. U2OS, BacMam KCNH2, thallium flux FluxOr; hits give low values. activity change, % at 1.84 µM. 340,000 tested, 0.37% active. AID 720551;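 active means maximum activity change below -70%; inconclusive means maximum activity change between -70% and -50%; inactive means maximum activity change above -50%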; further: on the % scale 0 is the no-effect control and ±100 the full control effect
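U2OS cells transduced with wild-type KCNH2 virus are loaded with FluxOr dye for 45 min, and thallium flux is measured in kinetic reads before and after stimulation buffer. Rate constants are normalized to DMSO controls.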
TRPV1 ag: human TRPV1 agonism. TRPV1-expressing cells, Fluo-8 calcium influx, agonist mode. activation, % at 8.33 µM. 320,000 tested, 0.19% active. AID 540275; in the data active means activation above about 80%; inconclusive means between about 30% and that limit; further: 0% is about no effect
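Cells expressing TRPV1 were dye-loaded with Fluo-8 and read kinetically: 10 s baseline, 3 min after compound (agonist portion), then 2 min after EC20 capsaicin (allosteric enhancer portion). Calcium-bound dye fluorescence at 480/520 nm.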
FBPA coupling cs: coupling enzyme interference in Giardia aldolase counter-screen; 290,000 tested, 0.67% active; activity change, negative = inhibition, % at 58.2 µM, hits read low; AID 2472; coupling enzyme system counterscreen, AmpLite Red fluorescence; in the data active means activity change below about -30%; further: on the % scale 0 is the no-effect control and ±100 the full control effect
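Compounds tested against the coupling enzymes alone at 57.5 uM final; readout was AmpLite Red fluorescence (525/598 nm) after 20 min at RT.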
MBNL1 CUG block: inhibitors of human MBNL1 binding to CUG repeat RNA | Q9NR56 | Potency, µM (doses to about 57.5 µM), for inactives: at the top dose activity change, negative = inhibition, actives largely listed as inhibitors | TR-FRET MBNL1-His/biotin-(CUG)12 binding, 665/545 ratio | 280,000 tested, 0.036% active; active means well fitted inhibition curve with a large enough effect in the signal ratio, with a control signal flat, not every such curve was filed as active; inconclusive means small, poorly fitted or top-dose-only effect, or effect the other way, or a change in a side signal; inactive means no such curve, though single readings can be large or run the other way; the % refers to the signal ratio; further: potency means the concentration at half of the fitted maximal effect; on the % scale 0 is the no-effect control and ±100 the full control effect
Target sequence (Q9NR56 whole entry, looked up): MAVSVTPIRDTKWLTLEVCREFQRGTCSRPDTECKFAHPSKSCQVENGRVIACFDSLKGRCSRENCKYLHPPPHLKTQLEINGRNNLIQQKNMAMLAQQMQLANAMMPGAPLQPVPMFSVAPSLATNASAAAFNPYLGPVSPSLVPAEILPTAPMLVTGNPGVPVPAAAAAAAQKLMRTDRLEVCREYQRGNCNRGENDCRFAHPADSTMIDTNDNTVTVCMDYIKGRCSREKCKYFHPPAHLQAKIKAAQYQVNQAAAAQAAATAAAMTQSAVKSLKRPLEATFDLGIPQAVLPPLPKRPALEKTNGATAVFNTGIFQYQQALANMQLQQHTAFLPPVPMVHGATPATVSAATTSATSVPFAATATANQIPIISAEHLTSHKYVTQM
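Inhibition of protein-RNA binding appears as loss of TR-FRET between terbium anti-His antibody on MBNL1-His and streptavidin-XL665 on biotin-(CUG)12. Activity is normalized to buffer-only and uninhibited-complex controls.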
CXXC DNA block: blocks binding of human MLL CXXC domain to DNA; 290,000 tested, 0.037% active; Potency, µM (highest dose often 115 µM), without a hit: at the highest dose activity change, negative = inhibition, actives largely listed as inhibitors; Q03164; AID 2662; MLL-CXXC / FITC-HOXA9 DNA fluorescence polarization; active means well fitted inhibition curve with a large enough effect in the polarisation, with a control signal flat, not every such curve was filed as active; inconclusive means small, poorly fitted or top-dose-only effect, or effect the other way, or a change in a side signal; inactive means no such curve, though single readings can be large or run the other way; the % refers to the polarisation; further: potency means the concentration at half of the fitted maximal effect
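Purified MLL-CXXC (added from a 7 uM solution) was preincubated 5 min at ambient with pinned compounds in 50 mM Tris-HCl pH 7.5, 50 mM NaCl, 1 mM DTT, 0.05% BSA. Fluorescein-labeled HOX-A9 DNA (50 nM solution) followed, 30 min, then polarization read.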
GALK inh: galactokinase (human) inhibition | P51570 | Purified GALK, Kinase-Glo residual ATP luminescence | Potency, µM (titrated, usually from 57.5 µM), without a hit: top-dose activity change, negative = inhibition, most hits filed as inhibitors | 270,000 tested, 0.007% active | AID 1868; further: potency means the concentration at half of the fitted maximal effect; on the % scale 0 is the no-effect control and ±100 the full control effect
Target sequence (P51570 whole entry, looked up): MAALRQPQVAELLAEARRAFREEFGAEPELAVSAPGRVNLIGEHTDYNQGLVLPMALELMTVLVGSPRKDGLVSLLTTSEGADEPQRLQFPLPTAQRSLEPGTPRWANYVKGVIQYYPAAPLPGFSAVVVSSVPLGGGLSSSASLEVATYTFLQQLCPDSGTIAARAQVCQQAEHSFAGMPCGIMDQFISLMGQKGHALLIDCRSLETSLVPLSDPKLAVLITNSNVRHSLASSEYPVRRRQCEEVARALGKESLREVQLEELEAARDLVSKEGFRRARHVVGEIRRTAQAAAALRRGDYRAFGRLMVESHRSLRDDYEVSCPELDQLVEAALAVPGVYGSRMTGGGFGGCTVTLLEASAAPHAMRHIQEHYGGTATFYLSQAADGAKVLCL
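5 nM enzyme, 35 uM ATP, 100 uM galactose, 20 mM HEPES pH8.0, 5 mM MgCl2; 1 h RT; residual ATP by Kinase-Glo Plus luminescence, qHTS format.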
ASM inhibitor: blocks human secretory acid sphingomyelinase | 340,000 tested, 0.006% active | P17405 | placental ASM, HMU-PC fluorogenic substrate, 60 min | Potency, µM (titrated, usually from 57.5 µM), for inactives: at the highest dose activity change, negative = inhibition, most hits filed as inhibitors; further: potency means the concentration at half of the fitted maximal effect
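Human placenta-derived ASM enzyme was preincubated with compound for 10 minutes at room temperature, then given fluorogenic substrate HMU-PC0 (9 uM final) for 60 minutes at 37 °C; a pH 10 stop preceded fluorescence reading at Ex 386/Em 447 nm.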
KCNH2 3.1 block: KCNH2 3.1 (human) potassium channel inhibition; U2OS KCNH2 3.1, thallium flux FluxOr; hits give low values; 340,000 tested, 0.95% active; activity change, % (tested at about 1.8 µM);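 active means maximum activity change below -70%; inconclusive means maximum activity change from -70% to -50%; inactive means maximum activity change above -50%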;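 further: thallium influx rate constant from kinetic fluorescence after stimulation buffer; on the % scale 0 is the no-effect control and ±100 the full control effect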
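Thallium flux read-out: FluxOr dye with Red40 quencher in HBSS/HEPES, 45 min at RT. Rate constants from kinetic reads were normalized to positive and negative DMSO controls. Cells: U2OS virally expressing the 3.1 isoform.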
* hit, by the source's call; ? = inconclusive; . = not tested or not shown; [ ] = dose if it differs, or a comment. Unless noted, the call rests on the fitted dose curve; in most records, active means well fitted curve in the direction sought with a large enough effect; inconclusive means small, poorly fitted or top-dose-only effect, or another doubt; inactive means no such curve, though single readings can be large; an effect the other way counts as inactive or inconclusive. Hits appear at their usual frequency; overall some 2% were active at least once.

SMILES,Integrin act MD,AT treatment,hERG WT inh,TRPV1 ag,FBPA coupling cs,MBNL1 CUG block,CXXC DNA block,GALK inh,ASM inhibitor,KCNH2 3.1 block
O=C(NCc1nnc(SCC(=O)N2CCCC2)o1)c1ccccc1F,4%,2%,17,-2,4,1%,0%,-1%,2%,9
COc1ccccc1NC(=O)C1(C)Cc2ccccc2C(=O)O1 (configuration not stated),13%,0%,3,5,-2,-6%,2%,0%,-1%,-6
CCOc1ccc2nc(SCCNS(=O)(=O)c3ccccc3)sc2c1,-3%,4%,-3,7,-2,?,-1%,.,-4%,-9
COc1ccccc1NC(=O)COc1ccc(C(F)(F)F)cc1[N+](=O)[O-],17%,.,-3,.,.,.,.,.,4%,11
O=[N+]([O-])c1ccc(-c2nnc(-c3ccccc3)c(NCCCO)n2)cc1,-14%,3%,1,-3,2,.,-1%,0%,-3%,-9
CCN1CCN(CC(=O)N2N=C(c3cccs3)CC2c2ccc(OC)cc2)C(=O)C1=O (configuration not stated),6%,9%,-3,-3,-3,?,-15%,7%,-5%,10
O=C(COc1ccc(Cl)cc1)Nc1c(-c2cccs2)nc2ccccn12,-2%,-8%,24,8,1,67%[activator],-1%,0%,20%,-3
CCn1c(CNC(=O)COc2ccc(C(C)C)cc2)nnc1SCC(=O)NC1CCCCC1C (configuration not stated),32%,1%,-9,-3,4,3%,-2%,5%,-2%,1
CN(c1ccccc1)S(=O)(=O)c1cccc(C(=O)Nc2nn[nH]n2)c1,-21%,-6%,-1,0,18,.,-3%,-1%,0%,8
Cc1c(C(=O)Nc2ccc(C(=O)O)cc2)cnn1C,-13%,1%,-5,-1,1,-3%,-3%,-1%,12%,8
OCC1CCCN(C(=S)Nc2ccc(Oc3ccccc3)cc2)C1 (configuration not stated),-26%,1%,-5,?,3,2%,16%,0%,0%,-6
CCN(CC)C(=O)c1ccc(/C=C/c2c[nH]c3ccccc23)[n+](C)c1,-13%,-4%,5,1,-16,?,-7%,.,-26%,6
CS(=O)(=O)N(CC(=O)Nc1cc(Cl)ccc1Cl)c1ccccc1Cl,-2%,.,-1,?,-1,1%,11%,3%,-5%,-10
Cc1cccc(N(CC(=O)NCC2CCCO2)C(=O)CCC(=O)Nc2nccs2)c1 (configuration not stated),15%,0%,-4,-3,10,11%,-3%,-2%,-2%,7
Cc1[nH]c(SCC(=O)Nc2cc(C(N)=O)cc(C(N)=O)c2)nc1Cc1ccccc1,10%,2%,2,.,.,.,.,.,0%,1
COc1cc2c(cc1OC)C(C(=O)O)C(c1ccc(C)o1)N(C)C2=O (configuration not stated),-6%,1%,2,-2,1,10%,-1%,-1%,6%,2
CC(OC(=O)CNC(=O)c1ccc(F)cc1)C(=O)Nc1ccc(S(=O)(=O)N2CCOCC2)cc1 (configuration not stated),7%,-4%,2,-1,.,.,.,.,-3%,5
Cc1ccc(Nc2nc(N)c([N+](=O)[O-])c(NCc3ccco3)n2)cc1,-32%,-3%,3,-6,2,-4%,?,0%,-16%,-37
O=C(CCn1c(=O)sc2ccccc21)Nc1nc2ccccc2s1,5%,14%,-4,-2,1,?,12%,0%,-15%,-4
COc1cccc(NC(=O)CSc2nnc(-c3ccoc3C)n2-c2ccccc2)c1,2%,.,-41,24,6,10%,17%,1%,-1%,-16
Cc1ccc(-c2sc(C(=O)NN)c(C)c2C#N)cc1,-5%,8%,-5,-3,4,20%,-1%,6%,-4%,-11
O=C(CCl)Nc1cccc(Oc2ccccc2)c1,-61%[inhibitor],13%,-7,10,-1,-1%,4%,2%,7%,-8
COc1ccccc1OCCNC(=O)C1CCN(C(C)=O)CC1,14%,1%,-3,-4,2,-3%,-2%,-1%,2%,-16
CCOP(=O)(OCC)C(Nc1ccccc1)c1cccnc1 (configuration not stated),13%,-19%,6,-1,2,-6%,-1%,4%,1%,-34
CCc1nn(CC(=O)NCCCN(C)C2CCCCC2)c(=O)c2cc3occc3n12,7%,7%,-14,-1,.,-3%,-17%,1%,3%,-20
CC1(C)OC2C(CO)OC(n3cnc4c(=S)nc[nH]c43)C2O1 (configuration not stated),-15%,2%,1,0,0,-6%,-10%,.,1%,15
COc1cccc(C(=O)C2CCCN(Cc3cccn3-c3ccccn3)C2)c1 (configuration not stated),-57%[inhibitor],15%,?,5,7,0%,-12%,-2%,-2%,-101*
Cc1cc(C)c(N=Cc2c(O)n(-c3nccs3)c(=O)c3ccccc23)c(C)c1,8%,7%,4,5,-3,38%[activator],10%,3%,-11%,7
O=[N+]([O-])c1ccc(Oc2ccc(F)cc2)c2ccncc12,-5%,3%,-1,0,-3,?,3%,-1%,-8%,-4
CC(=O)c1ccc(C(=O)N2CCCC(Nc3ccc(C(C)C)cc3)C2)s1 (configuration not stated),-11%,2%,3,?,.,10%,4%,-8%,0%,-6

(list continues)
Screens in order – Integrin act MD, AT treatment, hERG WT inh, TRPV1 ag, FBPA coupling cs, MBNL1 CUG block, CXXC DNA block, GALK inh, ASM inhibitor, KCNH2 3.1 block
> COc1ccc(Cl)cc1NC(=O)COc1ccc(S(=O)(=O)N2CCOCC2)cc1C
→ -64%[inhibitor], -5%, 13, -3, 2, -3%, 4%, -2%, 4%, -7
> CC1CC(C)CN(C(=O)C(Cc2ccccc2)n2cccc2)C1 (configuration not stated)
→ -24%, 3%, 2, ?, 0, -5%, -4%, ., -2%, 8
> CNc1oc(-c2ccc(C)cc2)nc1P(=O)(c1ccccc1)c1ccccc1
→ -24%, 17%, -12, 14, -7, -5%, 6%, ., -7%, -28
> O=C(Nc1ccccc1)Nc1ccc(S(=O)(=O)N2CCCCC2)cc1
→ -24%, 3%, -3, ?, 0, -8%, 7%, 2%, -8%, -7
> CC(NC(=O)CNC(=O)c1ccccc1F)c1ccc(-n2ccnc2)cc1 (configuration not stated)
→ 7%, -8%, 7, -5, ., ., ., ., 0%, 15
> COc1ccc(NC(=S)NC2CCCCCC2)c(OC)c1
→ 6%, -4%, 3, 6, 2, ., 15%, 1%, 7%, 0
> CCc1ccc(NC(=O)CCn2cccc2)cc1
→ 1%, ., -9, ?, 3, 7%, 0%, -1%, 1%, -10
> Nc1ccc(N2CCCCC2)c(Cl)c1
→ -2%, 8%[11.5 µM], -5, -1, -1, 0%, -2%, 1%, -1%, -9
> CS(=O)(=O)c1ccc(C(=O)Nc2cc(S(C)(=O)=O)ccc2Cl)cc1
→ 2%, 1%, 6, -1, 5, 3%, 5%, 0%, -4%, 14

Taken from the entries so far (3 entries):
Screens in order – Integrin act MD, AT treatment, hERG WT inh, TRPV1 ag, FBPA coupling cs, MBNL1 CUG block, CXXC DNA block, GALK inh, ASM inhibitor, KCNH2 3.1 block
> O=C(NCc1nnc(SCC(=O)N2CCCC2)o1)c1ccccc1F
→ 4%, 2%, 17, -2, 4, 1%, 0%, -1%, 2%, 9
> COc1ccccc1NC(=O)C1(C)Cc2ccccc2C(=O)O1 (configuration not stated)
→ 13%, 0%, 3, 5, -2, -6%, 2%, 0%, -1%, -6
> CCOc1ccc2nc(SCCNS(=O)(=O)c3ccccc3)sc2c1
→ -3%, 4%, -3, 7, -2, ?, -1%, ., -4%, -9

Source: PubChem BioAssay (National Center for Advancing Translational Sciences (NCATS))
